# SENP8 block-1 = blocks human SENP8 cleavage of Nedd8 substrate | Q96LD8 | recombinant SENP8, Nedd8 substrate fluorescence | inhibition, % at 20 µM | 360,000 compounds, 0.64% hits | AID 602440; in the data active means inhibition mostly above about 40%, no sharp cut-off; inactive means mostly below about 27%
# Target sequence (Q96LD8 whole entry, looked up): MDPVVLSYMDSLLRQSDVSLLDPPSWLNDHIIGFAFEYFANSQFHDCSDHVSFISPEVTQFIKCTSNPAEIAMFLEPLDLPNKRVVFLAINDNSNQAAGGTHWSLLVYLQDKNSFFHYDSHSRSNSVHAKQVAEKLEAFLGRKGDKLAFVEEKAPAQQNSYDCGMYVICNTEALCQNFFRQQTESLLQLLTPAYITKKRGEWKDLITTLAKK
# Apaf1 inhib = human Apaf-1 inhibition | 330,000 compounds, 0.71% hits | inhibition, % at 20 µM | O14727 | reconstituted apoptosome caspase-3 activity, DEVD-Rh110 fluorescence; active means inhibition of at least 40% at 20 µM;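 further: plate controls were DMSO wells for no effect and DEVD-CHO caspase inhibitor wells for full effect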
#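 Assay system – apoptosome proteins · Medium – Hepes buffer, pH 7.5 · Also added – cytochrome c with DEVD-Rh110 · Timing – 30 min compound preincubation, 50 min activation, room temperature · Detection – Rh110 fluorescence, excitation 480 nm, emission 540 nm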
# SENP8 block-2 = SENP8 protease inhibition; purified SENP8, Z-RLRGG-aminoluciferin cleavage, luminescence; inhibition, % at 10 µM; 330,000 compounds, 1.2% hits; AID 2540; in the data active means inhibition above about 50%
# SENP1 inh = inhibitors of human SENP1 SUMO protease catalytic domain. inhibition, % at 10 µM. recombinant SENP1 catalytic domain, CyPet-SUMO1-YPet FRET cleavage. AID 624204. Q9P0U3. 360,000 compounds, 0.21% hits;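 active means inhibition at least 30% at 10 µM, raw YFP signal under a set limit, fluorescence ratio 0.5 to 1.5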;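 further: 0% = enzyme with DMSO and 100% = no enzyme wells; some results filed as inactive read as strong as hits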
# Target sequence (Q9P0U3 419-644 limits assumed): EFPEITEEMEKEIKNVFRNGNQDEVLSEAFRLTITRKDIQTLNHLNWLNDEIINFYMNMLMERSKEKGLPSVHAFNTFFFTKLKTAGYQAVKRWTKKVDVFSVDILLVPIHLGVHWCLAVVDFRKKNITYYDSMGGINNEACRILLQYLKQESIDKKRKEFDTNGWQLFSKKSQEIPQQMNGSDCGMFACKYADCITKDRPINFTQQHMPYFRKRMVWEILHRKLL
#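 Material – human SENP1 catalytic domain · Input – SENP1 enzyme, 20 pM final · Compound dosing – single concentration of 10 µM compound, 0.5% DMSO final · Timing – enzyme reaction for 50 min at room temperature, dark · Measured by – FRET fluorescence in CFP and YFP emission channels · Control set – no-enzyme wells low, DMSO-plus-enzyme wells high control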
# UBC13 inh = human UBC13 polyubiquitination inhibition; 330,000 compounds, 0.47% hits; P61088; UBC13 polyubiquitin chain formation, TR-FRET; inhibition, % at 20 µM; in the data active means inhibition above about 45%, passing the limit was not always enough; inconclusive means no clear call, values can overlap the other calls
# Target sequence (P61088 whole entry, looked up): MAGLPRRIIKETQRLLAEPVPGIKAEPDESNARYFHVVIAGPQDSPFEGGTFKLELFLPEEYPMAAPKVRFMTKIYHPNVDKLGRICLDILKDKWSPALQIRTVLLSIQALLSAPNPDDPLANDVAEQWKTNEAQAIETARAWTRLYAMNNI
# SENP7 inh = inhibitors of human SENP7 protease; Q9BQF6; AID 434973; 330,000 compounds, 1.5% hits; inhibition, % at 5 µM; recombinant SENP7, Z-RLRGG-aminoluciferin luminescence, 40 min;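 active means inhibition above about 50% at the single test dose, limit read from the data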;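 further: plate controls were DMSO with enzyme for no effect and no enzyme buffer wells for full effect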
# Target sequence (Q9BQF6 706-1050 limits assumed): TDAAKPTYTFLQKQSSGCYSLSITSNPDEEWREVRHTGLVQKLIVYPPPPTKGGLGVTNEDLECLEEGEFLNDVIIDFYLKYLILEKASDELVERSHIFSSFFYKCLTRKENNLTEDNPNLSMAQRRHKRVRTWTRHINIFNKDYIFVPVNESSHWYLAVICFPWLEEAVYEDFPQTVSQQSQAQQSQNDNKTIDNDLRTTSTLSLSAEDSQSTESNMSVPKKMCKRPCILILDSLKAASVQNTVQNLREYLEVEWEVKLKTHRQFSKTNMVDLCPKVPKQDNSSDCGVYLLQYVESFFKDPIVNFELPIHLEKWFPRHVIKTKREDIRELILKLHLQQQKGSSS
# APOBEC3G inh = blocks human APOBEC3G single-stranded DNA deamination; AID 493012; 330,000 compounds, 0.28% hits; Q9HC16; inhibition, % at 20 µM; recombinant A3G, ssDNA deamination FAM/TAMRA fluorescence;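 active means inhibition of at least 40% at 20 µM, with no more than 30% in the related APOBEC3A deaminase screen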;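 further: plate controls were DMSO wells with A3G for no effect and wells lacking A3G enzyme for full effect; some compounds called inactive have numbers as strong as hits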
# SENP6 inh = SENP6 protease inhibition. Recombinant SENP6 catalytic domain, aminoluciferin luminescence. inhibition, % at 10 µM. 330,000 compounds, 1.8% hits;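 active means inhibition above about 50% at the single tested dose, limit read from the data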;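 further: plate controls were DMSO wells with enzyme for no effect and DMSO wells lacking enzyme for full effect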
# The depositor's hits bear a star; i = inactive; u = inconclusive; x = not tested or not shown.
SMILES,SENP8 block-1,Apaf1 inhib,SENP8 block-2,SENP1 inh,UBC13 inh,SENP7 inh,APOBEC3G inh,SENP6 inh
Cc1c(NC(=O)CC2NC(=O)NC2=O)c(=O)n(-c2ccccc2)n1C (stereo not drawn),x,-6,1,x,0,7,-3,10
CCn1ncc(CNC(=O)C2(C)CC2(Br)Br)c1C (stereo not drawn),16,-25,-10,-2,-4,1,-2,2
Cc1nnc(SCC(=O)NC(=O)NCc2ccco2)s1,3,-6,7,1,1,0,-2,-10
COC(=O)C(=NNc1c(C)n(C)n(-c2ccccc2)c1=O)C(=O)OC,-1,6,-12,2,-22,-1,-1,-14
COCCNC(=O)COc1ccc(N(C)S(=O)(=O)c2ccc3ccccc3c2)cc1,14,4,0,2,10,-2,-8,-14
CC(=O)NC(NC(=S)Nc1ccc(S(N)(=O)=O)cc1)C(Cl)(Cl)Cl (stereo not drawn),8,-5,1,3,6,4,-2,-15
CN(CC(=O)Nc1ccc(Cl)cc1)S(=O)(=O)c1cccc2cccnc12,2,19,-3,-3,5,7,5,8
CCCC1=Nc2cc(C(=O)NCCN3CCCC3)ccc2Sc2ccccc21,23,28,-2,-11,21,-3,-3,-11
CNC(=O)C1CN(C(=O)c2cccc(S(=O)(=O)N3c4ccccc4CC3C)c2)c2ccccc2O1 (stereo not drawn),-3,16,-11,-1,-2,2,-2,7
CCN(CC)C(=O)Cn1cc(S(=O)(=O)Cc2cccc([N+](=O)[O-])c2)c2ccccc21,16,2,-6,2,6,4,-7,11
COCCn1c(SCC(=O)Nc2sccc2C(N)=O)nnc1-c1ccncc1,6,-14,1,-5,1,-7,-6,-5
COc1ccc(Nc2nnc(-c3ccccc3)c3ccccc23)cc1C(=O)N1CCCCC1,-48,31,-6,-3,2,-5,-6,-11
O=C(CCCN1C(=O)/C(=C/c2ccccc2Cl)SC1=S)Nc1ccccn1,38,10,1,4,3,3,-8,-3
COc1cc(CCCN2C(N)=NC[C@@H]2Cc2ccc(O)cc2)cc(OC)c1OC,18,9,-12,-8,5,-8,-10,-15
Cc1ccc(S(=O)(=O)NC2CC2)cc1,9,5,7,1,-2,-3,1,-15
Cc1cccc(C)c1NC(=O)NN1C(C)CCCC1C (stereo not drawn),6,-4,-1,1,-2,7,2,-11
COc1ccc(NC(=O)C/C(C)=N/NC(=O)c2ccncc2)c([N+](=O)[O-])c1,23,-2,12,0,-1,0,-1,-1
Cc1ccc(OCCNC(=O)c2cccc(S(=O)(=O)NCc3ccccc3)c2)cc1,14,7,0,3,4,-1,-5,-8
Cc1ccc(NS(=O)(=O)c2cc(C(=O)NCc3ccccn3)ccc2Cl)cc1,8,-6,0,1,2,-6,-5,-34
CCOc1ccccc1NC(=O)Cn1c(=O)oc2ccccc21,22,-9,4,2,10,-1,-1,-11
CN1C(=O)c2cccc(NC(=O)C3CCCCC3)c2C1=O,-367,12,-2,-8,3,-15,-3,1
O=c1[nH]nc(Cc2ncc(C(F)(F)F)cc2Cl)c2ccccc12,11,9,-3,1,4,-7,-6,1
COc1ccc(C(=O)Nc2ccccc2C(=O)N2CCOCC2)cc1,15,2,-4,-1,-2,-13,-5,-18
COc1ccc(CNC(=O)CSc2cc(=O)n(C)c3ccccc23)cc1,-17,-8,-6,1,0,-2,-9,-15
COc1ccc(NC(=O)c2cc(S(=O)(=O)N3CCCC3)c[nH]2)cc1,11,10,-4,0,6,-5,-5,-12
COc1cc(OC)cc(C2=NCCN2)c1,-9,-9,6,0,2,-2,-5,-16
O=C1OCCN1CCNCc1cn(-c2ccc(F)cc2)nc1-c1ccccc1Cl,10,0,-1,0,-2,7,-11,-8
C=CCNC(=S)NNC(=O)CC12CC3CC(CC(C3)C1)C2,14,0,-9,0,-10,-6,-1,-9
CC1(C)OC(=O)C(=CNCC(=O)NCC(=O)O)C(=O)O1,7,-4,1,2,-2,12,-4,-4
O=C(CO/N=C/c1ccc(OC(F)F)cc1)NC1CCCCCC1,3,2,0,0,7,-4,-1,-10
COc1ccc(C(=O)Cc2cnn(-c3ccccc3)c2)c(O)c1,12,9,-19,1,-3,6,-4,-15
NC(=O)CSc1nnc(-c2cc3ccccc3o2)n1Cc1ccccc1,-162,11,-5,1,13,-8,1,-22
O=C(NC(=S)Nc1cccnc1)c1cc2ccccc2o1,18,3,-6,2,4,28,0,28
Nc1nc(N)nc(Cc2ccccc2O)n1,6,-9,1,0,16,-7,-11,-4
CCOC(=O)CCCCC(=O)c1[nH]c(=O)[nH]c1Cn1ccnc1,2,2,-1,-3,5,0,-4,-5
CC(C)Cc1nnc(NC(=O)CCC(=O)NCc2ccccc2Cl)s1,6,-1,-1,2,0,1,-2,-5
CC(C)OC(=O)Nc1ccc2c(c1)N(C(=O)CCN1CCOCC1)c1ccccc1CC2,-6,-4,-2,-2,0,-9,-2,-6
O=C1CCCc2c1nc(-c1ccco1)n2O,-460,-2,3,0,14,12,0,-22
C/C(=N\NC(=O)c1nnn(-c2nonc2N)c1-c1ccc(Cl)c(Cl)c1)c1ccncc1,20,12,0,3,5,-5,1,-15
CCOc1ccccc1NC(=S)N1CCC(NC(=O)C(C)(C)C)CC1,9,4,-8,3,2,8,5,-16
COc1cccc(CN2CCN(C(=O)c3ccco3)CC2)c1OC,19,0,-8,-10,-1,-2,-5,-10
CCOC(=O)C1CCN(S(=O)(=O)c2cccc(-c3cn4cc(Cl)ccc4n3)c2)CC1,-201,22,-9,3,-8,0,2,-33
COc1cccc(CN(c2ccc3c(c2)CCC3)S(=O)(=O)c2ccc(-n3cnnn3)c(OC)c2)c1,5,-4,-4,4,8,2,-8,-7
CC(=O)C(Cc1ccccc1)NC(=O)CN1CCc2ccccc2C1 (stereo not drawn),22,-6,-1,2,-1,2,-12,5
Cc1ccc(NS(=O)(=O)c2cccc(C(=O)NCC(c3ccco3)N3CCCCC3)c2)cc1 (stereo not drawn),-2,12,-1,1,0,-3,-3,-9
COc1ccccc1CNC(=O)COC(=O)c1ccc(N2CCCC2=O)cc1,1,1,2,2,9,-3,0,0
COc1ccc(C)cc1NC(=O)C(Sc1nnnn1C)c1ccccc1 (stereo not drawn),4,6,-5,0,8,-1,-5,-6
CC(C)c1ccccc1NC(=O)COC(=O)c1c2c(nc3ccccc13)CCN(Cc1ccccc1)C2,-293,14,-1,-12,-3,0,-3,-5
C/C(=N\NC(=O)c1c[nH]c2ccccc12)c1ccccn1,-1,-3,-2,-1,7,-2,3,-5
COc1ccccc1CNS(=O)(=O)c1c(C)nc2sccn2c1=O,-290,-2,3,1,9,2,-2,-20
CCOC(=O)c1cc2cc(OC)ccc2nc1C,-286,-5,0,1,17,1,-5,3
CCOc1ccc(N(CC(=O)NC2CCCCC2)C(=O)CCC(=O)Nc2cc(C)ccn2)cc1,12,11,-4,1,2,9,-10,-16
NC(=O)c1ccc(C(=O)N/N=C/c2cccc(Oc3ccccc3)c2)cc1,4,6,7,0,-2,3,-2,-1
O=C1CCN(CCc2ccccc2)CCN1CCSc1ccccc1,19,7,-5,-2,-30,4,-3,9
COC(=O)c1ccc(NC(=O)C2CCN(C(=O)c3cc(OC)c(OC)c(OC)c3)CC2)cc1,8,6,-1,4,-13,-7,14,-7
COc1ccc(-n2c(=S)[nH]c3cc(C(=O)NCc4cccnc4)ccc3c2=O)cc1,8,4,-1,2,1,11,-8,5
CCc1nc2oc3ccccc3c(=O)c2c(=O)n1CCOC,12,3,-2,2,4,6,-1,-3
O=C(NCCc1ccccc1)C(=O)NCC1OCCN1S(=O)(=O)c1ccc(F)cc1 (stereo not drawn),-3,0,-10,0,-12,10,-2,-10
O=c1c(Br)c(NCc2ccccc2)cnn1-c1ccc(F)cc1,3,5,-4,-1,1,6,-2,-10
CCN(CC)c1ccc(C=NCCc2ccc(S(N)(=O)=O)cc2)cc1,-53,-8,-2,-7,10,-6,-6,10

# Reprinted at random: 4 compounds from above.
SMILES,SENP8 block-1,Apaf1 inhib,SENP8 block-2,SENP1 inh,UBC13 inh,SENP7 inh,APOBEC3G inh,SENP6 inh
CCOC(=O)C1CCN(S(=O)(=O)c2cccc(-c3cn4cc(Cl)ccc4n3)c2)CC1,-201,22,-9,3,-8,0,2,-33
NC(=O)c1ccc(C(=O)N/N=C/c2cccc(Oc3ccccc3)c2)cc1,4,6,7,0,-2,3,-2,-1
Cc1ccc(NS(=O)(=O)c2cccc(C(=O)NCC(c3ccco3)N3CCCCC3)c2)cc1 (stereo not drawn),-2,12,-1,1,0,-3,-3,-9
CCOc1ccc(N(CC(=O)NC2CCCCC2)C(=O)CCC(=O)Nc2cc(C)ccn2)cc1,12,11,-4,1,2,9,-10,-16

# Next section
SMILES,SENP8 block-1,Apaf1 inhib,SENP8 block-2,SENP1 inh,UBC13 inh,SENP7 inh,APOBEC3G inh,SENP6 inh
O=C1CN(C(=O)COc2ccc(Cl)c(Cl)c2)c2ccccc2N1,-8,10,-15,-5,6,-3,-3,-13
COc1ccc(C#Cc2c(C=O)n(C)c3ccccc23)cc1,i,3,13,-31,u,3,-1,-10
COc1ccc(-c2c[n+](CC(=O)c3cccs3)c3n2CCC3)cc1,27,-5,10,2,7,-1,-1,4
O=C(C(c1ccccc1)c1ccccc1)N1CCOCC1,21,5,-2,-1,-15,-8,-8,-18
COc1ccc(CCNC(=O)c2cccc(S(=O)(=O)N3CCCC3)c2)cc1,11,-2,-4,0,-5,-9,-11,-25
O=C(Cc1n[nH]c(=O)c2ccccc12)OCC(=O)c1ccc(F)cc1,9,5,0,2,7,-4,-4,3
COc1cccc(N2CCN(CC(=O)NC(=O)NCc3ccco3)CC2)c1,12,21,-7,-2,-6,-4,25,-7
CCCCn1c(N)c(N(CCC(C)C)C(=O)C(C)N2C(=O)c3ccccc3C2=O)c(=O)[nH]c1=O (stereo not drawn),-9,16,-4,-7,-7,-4,-3,-19
CCOC(=O)C1CCCN(S(=O)(=O)CCNC(=O)c2ccccc2)C1 (stereo not drawn),12,-1,2,1,-6,3,-1,-13
Cc1c(C(=O)N2CCN(c3ccccc3)CC2)oc2c1C(=O)CC(C)(C)C2,1,-10,6,-1,-14,0,-6,-4
CC(C)NS(=O)(=O)c1ccc(NC(=O)NC2CCCCC2)cc1,11,-2,-7,1,8,-4,-5,-19
O=C(NNC(=O)c1oc2ccccc2c1-n1cccc1)c1ccco1,-8,8,-9,-1,-7,-7,0,-23
Cc1ccc(NC(=O)c2ccc3c(c2)nnn3C)cc1,-1,-1,-10,0,10,-2,-7,-18
Cc1ccc(N(C(=O)c2csnn2)C(C(=O)NC2CCCCC2)c2cccnc2)cc1C (stereo not drawn),9,2,3,2,1,6,-8,-2
COc1ccc(OC)c(-n2c(C)cc(/C=C3\C(=N)N4N=C(CC(=O)N5CCOCC5)SC4=NC3=O)c2C)c1,-189,10,7,-53,2,-2,-7,3
Cc1cc(C)cc(N(CCC(=O)Nc2nnc(C)s2)S(=O)(=O)c2ccc(Cl)cc2)c1,9,15,-6,-1,5,-1,0,-2
O=C(CCC(=O)N1CCN(c2ccccn2)CC1)c1ccc(Cl)s1,-41,10,-9,-11,-13,-1,-5,-8
O=C(COC(=O)c1ccc(OC(F)F)cc1)NCCCN1CCCC1=O,14,-16,3,3,-7,13,0,-10
O=C(CSc1c(Cl)cccc1Cl)N1CCC(c2nc3ccccc3s2)CC1,14,28,-3,1,-1,-4,0,-5

# High-throughput results as filed in PubChem.
